High-throughput results (PubChem)
LYPLA1 inh: LYPLA1 (human) inhibition in PME1 counter-screen; 320,000 tested, 0.16% active; recombinant LYPLA1, FP-Rh probe fluorescence polarization; inhibition, % at 5.9 µM; AID 2174; O75608;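 active = inhibition above the mean of all tested compounds plus 3 SD, set per campaign, cut at about 14% in these data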;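 note: inhibitors block serine hydrolase probe labeling of LYPLA1 so polarization falls; 0% = enzyme with DMSO and 100% = wells lacking LYPLA1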
Target sequence (O75608 whole entry, looked up): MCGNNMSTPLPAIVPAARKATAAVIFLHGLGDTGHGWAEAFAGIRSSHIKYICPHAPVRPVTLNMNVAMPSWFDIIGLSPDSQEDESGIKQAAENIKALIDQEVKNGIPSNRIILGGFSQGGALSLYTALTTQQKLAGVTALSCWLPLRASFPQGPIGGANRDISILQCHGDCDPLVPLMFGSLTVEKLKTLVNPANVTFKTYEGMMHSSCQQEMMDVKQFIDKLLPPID
PAFAH2 inh: PAFAH2 (human) inhibition | 340,000 tested, 0.99% active | AID 492956 | recombinant PAFAH2, FP-rhodamine activity probe, fluorescence polarization | inhibition, % at 3.39 µM;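 active = inhibition above the mean over all tested compounds plus 3 SD, cut at about 30% in these data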;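 note: inhibitors block probe labeling of enzyme so polarization drops; 0% = enzyme with DMSO and 100% = wells lacking PAFAH2 protein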
LYPLA2 counter: LYPLA2 (human) inhibition in PME1 counter-screen; recombinant LYPLA2, FP-Rh probe fluorescence polarization; 320,000 tested, 0.38% active; inhibition, % at 5.9 µM;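 active = inhibition above the screen-wide mean plus 3 SD, limit set per campaign, cut at about 26% in these data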;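 note: 0% = LYPLA2 with DMSO and 100% = wells lacking LYPLA2 enzyme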
PREPL inh: inhibitors of human prolyl oligopeptidase-like enzyme PREPL; Q4J6C6; recombinant PREPL, fluorescence polarization activity-based probe; inhibition, % at 5.96 µM; 320,000 tested, 0.68% active; AID 2751; in the data active = inhibition above about 43%;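 note: 0% = enzyme with DMSO and 100% = wells lacking enzyme; many of its hits are not listed in these tables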
EBNA-1 inh: blocks EBNA-1 binding to DNA; 300,000 tested, 0.34% active; EBNA-1 DNA binding, fluorescence polarization; AID 1950; inhibition, % at 14.8 µM; in the data active = inhibition above about 28%
PAFAH1B3 inh: inhibitors of human PAFAH1B3; Q15102; recombinant PAFAH1B3, FP-rhodamine probe, fluorescence polarization; inhibition, % at 3.39 µM; 340,000 tested, 0.28% active; AID 492972;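 active = inhibition above the screen-wide average of all tested compounds plus 3 SD, cut at about 25% in these data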;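 note: 0% = enzyme with DMSO only and 100% = wells lacking PAFAH1B3 protein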
Target sequence (Q15102 whole entry, looked up): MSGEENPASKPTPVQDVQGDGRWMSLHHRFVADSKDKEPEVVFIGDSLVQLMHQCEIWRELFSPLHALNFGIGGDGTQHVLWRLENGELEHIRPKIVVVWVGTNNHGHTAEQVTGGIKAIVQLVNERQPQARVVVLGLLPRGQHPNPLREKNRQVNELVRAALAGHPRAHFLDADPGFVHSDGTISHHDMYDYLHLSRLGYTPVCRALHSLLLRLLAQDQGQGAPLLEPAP
GSTO1 counter: GSTO1 inhibition, counter-screen for RBBP9 inhibitors. inhibition, % at 5.96 µM. 300,000 tested, 1.1% active. recombinant GSTO1, activity-based probe fluorescence polarization. AID 1974. P78417;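 active = inhibition above the campaign mean inhibition plus 3 SD, cut at about 35% in these data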;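 note: 0% = GSTO1-1 with DMSO and 100% = wells lacking GSTO1-1 enzyme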
Target sequence (P78417 whole entry, looked up): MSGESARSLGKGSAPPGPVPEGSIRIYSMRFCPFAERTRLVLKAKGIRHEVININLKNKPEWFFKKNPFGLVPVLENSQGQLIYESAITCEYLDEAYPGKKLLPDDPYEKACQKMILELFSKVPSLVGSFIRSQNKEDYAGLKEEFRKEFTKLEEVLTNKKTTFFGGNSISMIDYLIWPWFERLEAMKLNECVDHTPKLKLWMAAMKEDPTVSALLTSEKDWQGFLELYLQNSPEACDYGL
ZTA counter: blocks Epstein-Barr virus ZTA, an EBNA-1 counter-screen. P03206. ZTA-DNA binding, fluorescence polarization. inhibition, % at 11 µM. 320,000 tested, 0.15% active; in the data active = inhibition above about 33%
Target sequence (P03206 whole entry, looked up): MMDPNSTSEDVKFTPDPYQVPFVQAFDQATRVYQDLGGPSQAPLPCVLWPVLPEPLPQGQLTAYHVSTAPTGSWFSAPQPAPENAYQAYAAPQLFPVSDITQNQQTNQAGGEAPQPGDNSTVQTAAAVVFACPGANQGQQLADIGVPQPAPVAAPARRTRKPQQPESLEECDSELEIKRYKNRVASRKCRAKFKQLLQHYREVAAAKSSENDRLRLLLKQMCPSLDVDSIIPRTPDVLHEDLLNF
PAD4 FP inh: inhibitors of human PAD4; recombinant PAD4, RCA probe fluorescence polarization; Q9UM07; inhibition, % at 6.36 µM; 330,000 tested, 0.41% active;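 active = percent inhibition above a cutoff equal to the mean of all tested compounds plus 3 SD, cut at about 15% in these data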;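 note: 0% = PAD4 with RCA probe and DMSO and 100% = probe without PAD4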
Numbers without * were called inactive. The list is partial. The share of hits here may be higher or lower than overall.

For Cc1nc(N(CCO)C2CCCCC2)c2nnn(Cc3ccccc3)c2n1 the results were LYPLA1 inh 0, PAFAH2 inh 5, LYPLA2 counter 1, PREPL inh 25, EBNA-1 inh -12, PAFAH1B3 inh 12, GSTO1 counter 5, ZTA counter -2 and PAD4 FP inh 2.
`CON(C)c1nc(NCC(C)C)nc(OCC#N)n1` gave LYPLA1 inh 1, PAFAH2 inh 8, LYPLA2 counter 5, PREPL inh 3, EBNA-1 inh -2, PAFAH1B3 inh 5, GSTO1 counter 1, ZTA counter -15 and PAD4 FP inh -2.
Screening Cn1c(=O)[nH]c(=O)c2c1nc(CN1CCN(c3cccc(Cl)c3)CC1)n2CCCc1ccccc1 returned LYPLA1 inh -4, PAFAH2 inh 3, LYPLA2 counter -3, PREPL inh 7, EBNA-1 inh -11, PAFAH1B3 inh 3, GSTO1 counter -2, ZTA counter -25 and PAD4 FP inh 1.
For COc1ccc(Nc2nc(NC(C)(C)C)nc(N3CCCC3)n2)c(OC)c1 the results were LYPLA1 inh -5, PAFAH2 inh 1, LYPLA2 counter -5, PREPL inh 4, EBNA-1 inh -3, PAFAH1B3 inh -2, GSTO1 counter 1, ZTA counter 6 and PAD4 FP inh -2.
COc1ccc(/C=C2\SC(=O)N(CC(=O)Nc3cccnc3)C2=O)cc1OC was read as LYPLA1 inh 0, PAFAH2 inh 11, LYPLA2 counter 35*, PREPL inh 1, EBNA-1 inh 1, PAFAH1B3 inh 8, GSTO1 counter 2, ZTA counter 25 and PAD4 FP inh 9.
`O=C(CCn1c(=O)c2sccc2n(Cc2cc(=O)n3ccccc3n2)c1=O)NCc1ccco1` gave LYPLA1 inh 2, PAFAH2 inh -4, LYPLA2 counter -2, PREPL inh 16, EBNA-1 inh 9, PAFAH1B3 inh 4, GSTO1 counter 4, ZTA counter -17 and PAD4 FP inh 4.
Nc1c(C(=O)Nc2ccc3c(c2)OCCO3)nnn1Cc1cccc(Cl)c1 was read as LYPLA1 inh -1, PAFAH2 inh 5, LYPLA2 counter -4, PREPL inh 23, EBNA-1 inh 54*, PAFAH1B3 inh 6, GSTO1 counter -9, ZTA counter 12 and PAD4 FP inh 3.
For CCC(=O)NC(c1ccc(OC)cc1)c1cc(Cl)c2cccnc2c1O (stereo unspecified) the results were LYPLA1 inh -2, PAFAH2 inh -5, LYPLA2 counter 3, PREPL inh -2, EBNA-1 inh 1, PAFAH1B3 inh 9, GSTO1 counter 0, ZTA counter 16 and PAD4 FP inh 4.
`COc1cc(CNCC(C)C)c(Br)cc1OCC(=O)NCc1ccccc1` gave LYPLA1 inh -1, PAFAH2 inh -1, LYPLA2 counter 2, PREPL inh -12, EBNA-1 inh 1, PAFAH1B3 inh 0, GSTO1 counter 1, ZTA counter 15 and PAD4 FP inh 0.
`CCOC(=O)c1c(NC(=O)OC)sc(C(=O)N(CC)CC)c1C` gave LYPLA1 inh 0, PAFAH2 inh 4, LYPLA2 counter -1, PREPL inh -4, EBNA-1 inh -2, PAFAH1B3 inh 4, GSTO1 counter 0, ZTA counter -8 and PAD4 FP inh 1.
Screening COCCCN(C(=S)NC(=O)c1ccc(C(C)(C)C)cc1)c1c(N)n(Cc2ccccc2)c(=O)[nH]c1=O returned LYPLA1 inh 2, PAFAH2 inh 9, LYPLA2 counter 2, PREPL inh 11, EBNA-1 inh 8, PAFAH1B3 inh 5, GSTO1 counter 0, ZTA counter 3 and PAD4 FP inh 1.
Screening NS(=O)(=O)c1ccc(CCNC(=O)CC(NC(=O)c2ccccc2Cl)c2ccccc2)cc1 (stereo unspecified) returned LYPLA1 inh -1, PAFAH2 inh -2, LYPLA2 counter -2, PREPL inh -1, EBNA-1 inh 5, PAFAH1B3 inh 4, GSTO1 counter 6, ZTA counter 7 and PAD4 FP inh -1.

Three entries picked at random from the list so far:
`CCOC(=O)c1c(NC(=O)OC)sc(C(=O)N(CC)CC)c1C` gave LYPLA1 inh 0, PAFAH2 inh 4, LYPLA2 counter -1, PREPL inh -4, EBNA-1 inh -2, PAFAH1B3 inh 4, GSTO1 counter 0, ZTA counter -8 and PAD4 FP inh 1.
For COc1ccc(Nc2nc(NC(C)(C)C)nc(N3CCCC3)n2)c(OC)c1 the results were LYPLA1 inh -5, PAFAH2 inh 1, LYPLA2 counter -5, PREPL inh 4, EBNA-1 inh -3, PAFAH1B3 inh -2, GSTO1 counter 1, ZTA counter 6 and PAD4 FP inh -2.
`O=C(CCn1c(=O)c2sccc2n(Cc2cc(=O)n3ccccc3n2)c1=O)NCc1ccco1` gave LYPLA1 inh 2, PAFAH2 inh -4, LYPLA2 counter -2, PREPL inh 16, EBNA-1 inh 9, PAFAH1B3 inh 4, GSTO1 counter 4, ZTA counter -17 and PAD4 FP inh 4.

The listing picks up; the two compounds before the break are reprinted first.
Screening COCCCN(C(=S)NC(=O)c1ccc(C(C)(C)C)cc1)c1c(N)n(Cc2ccccc2)c(=O)[nH]c1=O returned LYPLA1 inh 2, PAFAH2 inh 9, LYPLA2 counter 2, PREPL inh 11, EBNA-1 inh 8, PAFAH1B3 inh 5, GSTO1 counter 0, ZTA counter 3 and PAD4 FP inh 1.
Screening NS(=O)(=O)c1ccc(CCNC(=O)CC(NC(=O)c2ccccc2Cl)c2ccccc2)cc1 (stereo unspecified) returned LYPLA1 inh -1, PAFAH2 inh -2, LYPLA2 counter -2, PREPL inh -1, EBNA-1 inh 5, PAFAH1B3 inh 4, GSTO1 counter 6, ZTA counter 7 and PAD4 FP inh -1.
For S=c1[nH]nc(-c2ccco2)n1/N=C/c1ccc(Cl)cc1Cl the results were LYPLA1 inh 4, PAFAH2 inh 18, LYPLA2 counter 6, PREPL inh 7, EBNA-1 inh 11, PAFAH1B3 inh 6, GSTO1 counter -8, ZTA counter 22 and PAD4 FP inh 6.
`CCCNC(=S)N1CCC(NC(=O)c2ccc(OC)cc2)CC1` gave LYPLA1 inh 2, PAFAH2 inh 5, LYPLA2 counter -3, PREPL inh -9, EBNA-1 inh -2, PAFAH1B3 inh -1, GSTO1 counter -2, ZTA counter 3 and PAD4 FP inh 1.
Screening Clc1cccc(/C=N/Nc2ncnc3ccccc23)c1 returned LYPLA1 inh -4, PAFAH2 inh -3, LYPLA2 counter 0, PREPL inh 40, EBNA-1 inh 14, PAFAH1B3 inh -1, GSTO1 counter -8, ZTA counter 13 and PAD4 FP inh -5.
Screening N#Cc1c(N)n(-c2cccc(O)c2)c2nc3ccccc3nc12 returned LYPLA1 inh 1, PAFAH2 inh 2, LYPLA2 counter -4, PREPL inh 7, EBNA-1 inh 5, PAFAH1B3 inh -1, GSTO1 counter 2, ZTA counter 5 and PAD4 FP inh -4.
`CCn1ccc(C(=O)Oc2ccc(C(C)C)cc2)n1` gave LYPLA1 inh 1, PAFAH2 inh 28, LYPLA2 counter 5, PREPL inh 16, EBNA-1 inh 5, PAFAH1B3 inh 1, GSTO1 counter 1, ZTA counter 22 and PAD4 FP inh -6.
Screening CC(C)Sc1nc2sccc2c(=O)n1-c1ccccc1 returned LYPLA1 inh 0, PAFAH2 inh -10, LYPLA2 counter -4, PREPL inh -5, EBNA-1 inh -2, PAFAH1B3 inh -1, GSTO1 counter -1, ZTA counter 11 and PAD4 FP inh -5.
For COc1ccc(OC)c(N(CC(=O)N2CCCC2)S(=O)(=O)c2ccccc2)c1 the results were LYPLA1 inh -2, PAFAH2 inh 11, LYPLA2 counter -2, PREPL inh -1, EBNA-1 inh -13, PAFAH1B3 inh 6, GSTO1 counter -3, ZTA counter -7 and PAD4 FP inh -3.
`COCCCNC(=O)c1ccccc1N(Cc1ccccc1)S(=O)(=O)c1ccc(OC)cc1` gave LYPLA1 inh -1, PAFAH2 inh 0, LYPLA2 counter 2, PREPL inh -3, EBNA-1 inh 10, PAFAH1B3 inh -2, GSTO1 counter -1, ZTA counter 12 and PAD4 FP inh -1.
Screening O=c1c2ccccc2[nH]c2ccc(O)cc12 returned LYPLA1 inh 1, PAFAH2 inh 18, LYPLA2 counter -4, PREPL inh 27, EBNA-1 inh 4, PAFAH1B3 inh 14, GSTO1 counter 46*, ZTA counter -3 and PAD4 FP inh -2.
`CN(C)C1(CNCC(O)c2ccccc2)CCCCC1` (stereo unspecified) gave LYPLA1 inh 0, PAFAH2 inh 2, LYPLA2 counter 2, PREPL inh 4, EBNA-1 inh 16, PAFAH1B3 inh -2, GSTO1 counter -2, ZTA counter 11 and PAD4 FP inh -4.
For NC(=O)Cc1nc(-c2ccc(Br)cc2)cs1 the results were LYPLA1 inh -2, PAFAH2 inh 5, LYPLA2 counter -3, PREPL inh -8, EBNA-1 inh -1, PAFAH1B3 inh 7, GSTO1 counter 1, ZTA counter 1 and PAD4 FP inh -1.
For CN1CCN(CC(=O)Nc2c(C(=O)c3ccccc3)oc3ccccc23)CC1 the results were LYPLA1 inh 0, PAFAH2 inh 4, LYPLA2 counter 1, PREPL inh -47, EBNA-1 inh -4, PAFAH1B3 inh 4, GSTO1 counter 2, ZTA counter 23 and PAD4 FP inh 1.
For Cc1c(NC(=S)NC(=O)c2ccc(Br)o2)c(=O)n(-c2ccccc2)n1C the results were LYPLA1 inh -2, PAFAH2 inh 2, LYPLA2 counter -3, PREPL inh 0, EBNA-1 inh -2, PAFAH1B3 inh 2, GSTO1 counter -2, ZTA counter -18 and PAD4 FP inh -1.
`COc1ccccc1NC(=O)Cn1nnc(-c2ccccc2NC(=O)c2ccco2)n1` gave LYPLA1 inh -5, PAFAH2 inh 9, LYPLA2 counter -3, PREPL inh 0, EBNA-1 inh 9, PAFAH1B3 inh 2, GSTO1 counter -5, ZTA counter -1 and PAD4 FP inh -9.
Cc1ccc(S(=O)(=O)N2[C@@H](c3ccccc3F)C(C(=O)O)=CC[C@H]2c2ccc3c(c2)OCO3)cc1 was read as LYPLA1 inh -2, PAFAH2 inh 4, LYPLA2 counter 8, PREPL inh 6, EBNA-1 inh -3, PAFAH1B3 inh 5, GSTO1 counter -7, ZTA counter 17 and PAD4 FP inh 1.
Screening COc1ccccc1NC(=O)CSCc1nc2ccccc2[nH]1 returned LYPLA1 inh 0, PAFAH2 inh 7, LYPLA2 counter 0, PREPL inh -2, EBNA-1 inh 12, PAFAH1B3 inh 13, GSTO1 counter 4, ZTA counter 18 and PAD4 FP inh -1.
For O=C(NCC(c1ccco1)N1CCc2ccccc21)C(=O)Nc1ccccc1 (stereo unspecified) the results were LYPLA1 inh 1, PAFAH2 inh -1, LYPLA2 counter 0, PREPL inh 2, EBNA-1 inh -14, PAFAH1B3 inh -2, GSTO1 counter 2, ZTA counter -3 and PAD4 FP inh 2.
`CC(=O)Oc1ccc2ccccc2c1C(NC(=O)Cc1ccccc1)c1ccccc1` (stereo unspecified) gave LYPLA1 inh -5, PAFAH2 inh 1, LYPLA2 counter -4, PREPL inh 0, EBNA-1 inh -2, PAFAH1B3 inh -5, GSTO1 counter -3, ZTA counter -6 and PAD4 FP inh 0.
`NC(=O)C1(N2CCCCC2)CCN(c2nc(-c3ccc(Br)cc3)cs2)CC1` gave LYPLA1 inh -2, PAFAH2 inh 3, LYPLA2 counter 2, PREPL inh 12, EBNA-1 inh 0, PAFAH1B3 inh 0, GSTO1 counter 1, ZTA counter 0 and PAD4 FP inh -1.
For CN(C)/C=C1/Nc2ccccc2C1=O the results were LYPLA1 inh -1, PAFAH2 inh 4, LYPLA2 counter -3, PREPL inh 4, EBNA-1 inh 4, PAFAH1B3 inh -5, GSTO1 counter 14, ZTA counter 0 and PAD4 FP inh -6.
For COc1ccc(OC)c(-c2csc(NC(=O)c3ccc4c(c3)OCO4)n2)c1 the results were LYPLA1 inh -15, PAFAH2 inh -3, LYPLA2 counter -15, PREPL inh 5, EBNA-1 inh -16, PAFAH1B3 inh 4, GSTO1 counter -8, ZTA counter 2 and PAD4 FP inh 0.
